MrgX1 antag: blocks BAM8-22 activation of human MrgX1 receptor; AID 588676; B-score at 10 µM; MRGX1-HEK293 calcium flux, Fluo-4, BAM8-22 antagonism; stronger effect = lower value; Q96LB2; 1.3% of 310,000 active;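 active = calcium-response B-score plate-corrected more than 3 library SD below zero, starting fluorescence within 5 deviations, no agonist response on first addition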;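 note: peak minus trough fluorescence over baseline after final BAM8-22 challenge near maximal dose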
TRPC6 inh: blocks the mouse TRPC6 cation channel | Q61143 | B-score at 10 µM | 1.1% of 310,000 active | HEK293-TRPC6, membrane potential dye, ACh-evoked depolarization; stronger effect = lower value;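 active = B-score under library mean minus 3 SD, initial fluorescence not abnormally high, positive integrated signal ratio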;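 note: B-score derived from integrated fluorescence ratio over the kinetic read; more negative B-score means stronger inhibition of depolarization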
TRPC6 activator: mouse TRPC6 channel activation; AID 2550; B-score at 10 µM; HEK293-TRPC6 membrane potential dye fluorescence; stronger effect = higher value; Q61143; 0.13% of 310,000 active;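 active = B-score of the integrated fluorescence ratio above library mean plus 3 SD, and starting fluorescence ratio within library mean plus 5 SD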;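 note: higher score means more depolarization so channel activation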
TMEM16A inh: inhibitors of mouse TMEM16A calcium-activated chloride channel; Q8BHY3; HEK293 TMEM16A/YFP iodide influx fluorescence, ionomycin; normalized B-score (activity score, 25-100; higher = stronger inhibition) at 10 µM; 1.2% of 310,000 active; AID 588511;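 active = ratio plate-corrected score three or more library SD toward inhibition, starting fluorescence score within five deviations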;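 note: score derived from kinetic fluorescence span divided by baseline fluorescence per well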
Target sequence (Q8BHY3 whole entry, looked up): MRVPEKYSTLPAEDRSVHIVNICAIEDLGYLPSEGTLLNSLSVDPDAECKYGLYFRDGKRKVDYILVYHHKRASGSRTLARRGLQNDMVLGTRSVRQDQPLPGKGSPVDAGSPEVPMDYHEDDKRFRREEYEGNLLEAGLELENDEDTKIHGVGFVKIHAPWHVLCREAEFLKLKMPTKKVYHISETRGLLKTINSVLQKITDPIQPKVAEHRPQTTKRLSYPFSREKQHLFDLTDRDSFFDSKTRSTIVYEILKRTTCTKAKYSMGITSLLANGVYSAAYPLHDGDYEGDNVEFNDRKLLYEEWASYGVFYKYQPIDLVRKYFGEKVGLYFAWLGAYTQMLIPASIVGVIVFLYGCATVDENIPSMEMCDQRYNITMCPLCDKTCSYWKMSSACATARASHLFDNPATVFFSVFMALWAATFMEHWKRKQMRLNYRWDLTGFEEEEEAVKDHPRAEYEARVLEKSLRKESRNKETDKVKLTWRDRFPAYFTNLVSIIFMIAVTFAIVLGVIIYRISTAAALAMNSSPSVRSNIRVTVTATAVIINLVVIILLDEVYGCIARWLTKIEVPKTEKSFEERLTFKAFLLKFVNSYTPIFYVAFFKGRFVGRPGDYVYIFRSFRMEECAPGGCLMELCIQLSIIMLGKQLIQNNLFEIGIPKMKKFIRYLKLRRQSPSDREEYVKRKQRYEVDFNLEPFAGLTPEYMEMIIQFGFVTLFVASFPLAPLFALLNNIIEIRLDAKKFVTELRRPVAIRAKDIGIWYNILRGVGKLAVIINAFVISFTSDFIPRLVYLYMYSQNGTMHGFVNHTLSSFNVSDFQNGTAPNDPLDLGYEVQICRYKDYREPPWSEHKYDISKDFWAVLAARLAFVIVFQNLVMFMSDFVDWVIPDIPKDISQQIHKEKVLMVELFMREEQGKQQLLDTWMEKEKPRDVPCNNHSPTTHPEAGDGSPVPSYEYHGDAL
ANO1 activ: mouse TMEM16A channel activation, primary screen; Q8BHY3; HEK293 TMEM16A/YFP-H148Q/I152L, iodide quench fluorescence; stronger effect = lower value; B-score at 10 µM; 0.3% of 340,000 active; AID 623877;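 active = fluorescence-ratio B-score plate-corrected deviation score at least 3 library SD below zero, with starting fluorescence score within 5 deviations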;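 note: channel opened by trigger with iodide after compound preincubation; score built on the fluorescence ratio of max minus min over baseline; more negative score means more quench and so TMEM16A activation or potentiation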
HDAC3 inhib: human HDAC3 inhibition. O15379. recombinant HDAC3, fluorogenic peptide/trypsin coupled, fluorescence. inhibition, % at 8.3 µM. 0.15% of 320,000 active. AID 2718; in the data active = inhibition above about 26%, passing the limit was not always enough
MrgX1 agonist: human MrgX1 receptor agonism, primary screen; Q96LB2; MrgX1-HEK293 cells, Fluo-4 calcium fluorescence, agonist mode; stronger effect = higher value; B-score at 10 µM; 0.44% of 310,000 active; AID 588627;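 active = calcium response B-score plate-corrected fluorescence ratio at least 3 library SD, with starting fluorescence B-score inside 5 SD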
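Assay system: stable human MrgX1 HEK293 cell line. Quantity: 15,000 cells per well. Schedule: cells plated overnight, dye loaded 0.5 h 37 °C, 0.5 h room temperature. Detection: Fluo-4 NW calcium-flux fluorescence, kinetic read. Read-out basis: peak-minus-minimum fluorescence over baseline, converted to B scores. Control set: positive and negative control wells on each plate.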
RGS4 inh: human RGS4 inhibition | P49798 | HEK293 M3R/RGS4 inducible, Fluo-4 calcium flux; stronger effect = higher value; triggered by carbachol at its EC20 | B-score at 10 µM | 0.45% of 310,000 active;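 active = B-score, a plate-corrected calcium signal, over three deviations above library mean, with baseline fluorescence within five deviations of library mean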;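 note: RGS4 expression induced by doxycycline in cells with stable M3 receptor; B-score is computed from the integrated fluorescence ratio over baseline after carbachol; higher B-score means a larger calcium signal and so more RGS4 inhibition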
SKKanGAS inh: blocks kanamycin growth of S. pyogenes SKKanGAS strain. BacTiter-Glo, 6 h. inhibition, % at 7.5 µM. 1.3% of 300,000 active. AID 1662;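 active = mean replicate score, as percent of positive control median, at least 50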;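 note: strain carries kanamycin resistance gene driven by streptokinase promoter and grows in 40 µg/ml kanamycin; loss of luminescence reflects streptokinase promoter inhibition or plain growth inhibition; 0% = median of DMSO wells and 100% = positive control at its reference dose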
MrgX1 PAM: human MrgX1 positive allosteric modulation, primary screen | Q96LB2 | MrgX1-HEK293, Fluo-4 calcium flux, FDSS; stronger effect = higher value | B-score at 10 µM | 0.63% of 310,000 active;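 active = plate-corrected calcium response at least 3 library SD above typical, normal starting fluorescence, not activating the receptor alone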;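 note: compound read alongside a low EC10 to EC30 dose of BAM8-22 agonist; peak minus trough fluorescence over baseline measured at the second addition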
RGS4 pot: RGS4 potentiation or activation; B-score at 10 µM; HEK293 M3R/inducible RGS4, carbachol calcium flux Fluo4; stronger effect = lower value; AID 463111; 0.92% of 310,000 active;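 active = B-score of the integrated calcium signal more than 4 SD below the library mean, with starting fluorescence not abnormally high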;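 note: negative B-score means reduced calcium response which marks RGS4 activation or potentiation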
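Test system: HEK293 cells with stable M3R and inducible RGS4; also added: carbachol at ECmax as muscarinic agonist stimulus; schedule: dye loading 30 min 37 °C, buffer rest 30 min RT; technique: kinetic calcium fluorescence imaging with Fluo4-AM dye, 2 µM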
* marks the source's active call; other numbers are inactive results; i = inactive; · = no result given.

SMILES | MrgX1 antag | TRPC6 inh | TRPC6 activator | TMEM16A inh | ANO1 activ | HDAC3 inhib | MrgX1 agonist | RGS4 inh | SKKanGAS inh | MrgX1 PAM | RGS4 pot
CCC(=O)Nc1cccc(C(=O)/C=C/c2cc(Br)ccc2OC)c1 | i | i | i | i | i | 4 | i | i | 6 | i | i
O=C(COc1ccc(F)cc1)NCC1CCCO1 (stereo not drawn) | i | i | i | i | i | 3 | i | i | 8 | i | i
COc1ccc(C(CC(=O)c2ccc(C)cc2)Nc2ccc([N+](=O)[O-])cc2)cc1 (stereo not drawn) | i | i | i | i | i | 16 | i | i | 0 | i | i
CC(=O)c1cc2c(cc1NC(=O)Cn1nc(-c3ccc(C)cc3)ccc1=O)OCO2 | i | i | i | i | i | 0 | i | i | 0 | i | i
COc1ccc(C(c2nnnn2C2CCCC2)N2CCN(C3CCCC3)CC2)cc1OC (stereo not drawn) | i | i | i | i | i | -5 | i | i | -3 | i | i
CCCCn1cc(S(=O)(=O)c2ccccc2)c(=O)c2cc(C)ccc21 | i | i | i | i | i | 0 | i | i | -6 | i | i
Cc1ccc(NC(=O)CCCC2CCCCC2)c(O)c1 | i | i | i | i | i | 0 | i | i | 6 | i | i
CCOCCCNC(=O)c1cc2c(=O)n3cccc(C)c3nc2s1 | i | i | i | i | i | -3 | i | i | -11 | i | i
CC(=O)O[C@]1(C(C)=O)CC[C@H]2[C@@H]3C=C(C)C4=CC(=O)CC[C@@H]4[C@H]3CC[C@@]21C | i | · | · | i | i | 3 | i | · | · | i | ·
Cc1ccc(N2CC(C(=O)Nc3nc4ccc(S(C)(=O)=O)cc4s3)CC2=O)cc1 (stereo not drawn) | i | i | i | i | i | 1 | i | i | 4 | i | i
COCCC(=O)N1CCC(Oc2ccc(C(=O)N3CCCC(CCCO)C3)cc2)CC1 (stereo not drawn) | i | i | i | i | i | -6 | i | i | -10 | i | i
COc1ccc(C(=O)N(CCN2CCOCC2)CC(=O)NC2CCCC2)cc1OC | i | i | i | i | i | 6 | i | i | -1 | i | i
CCn1cc(Cl)c(C(=O)Nc2cccc(C(F)(F)F)c2)n1 | i | i | i | i | i | -6 | i | i | -7 | i | i
O=C1CC(c2ccccc2)n2nc(NC(=O)C3CCCO3)nc2N1 (stereo not drawn) | i | i | i | i | i | 1 | i | i | -5 | i | i
COC(=O)COc1ccc(S(=O)(=O)Nc2ccc3c(c2)OCCO3)cc1C | i | i | i | 25* | i | -5 | i | i | -5 | i | i
CC(C)S(=O)(=O)C/C(N)=N/OC(=O)c1cc(Cl)cc(Cl)c1 | i | i | i | i | i | -4 | i | i | -5 | i | i
CC(C)(C)C(=O)Nc1nnc(SCC(=O)NC2CCCCC2)s1 | i | i | i | i | i | 1 | i | i | 0 | i | i
O=C1OCCC1Sc1nc(-c2ccccc2)cs1 (stereo not drawn) | i | i | i | i | i | 0 | i | i | -16 | i | i
COc1ccccc1-n1c(SCC(=O)Nc2ccccc2F)nc2[nH]ncc2c1=O | i | i | i | i | i | 2 | i | i | -4 | i | i
O=C1Cc2cc(S(=O)(=O)Nc3cccc([N+](=O)[O-])c3)cc3c2N1CCC3 | i | i | i | i | i | 0 | i | i | 3 | i | i
COc1ccc([C@@H]2[C@@H]3C(=O)N(C(C)(C)C)C(=O)[C@@H]3[C@]3(Cc4ccccc4)C(=O)N(c4ccccc4)C(=O)N23)cc1 | i | i | i | i | i | -6 | i | i | 0 | i | i
CCOC(=O)C1CCN(C(=O)CCS(=O)(=O)c2ccc3c(c2)CCN3C(C)=O)CC1 | i | i | i | i | i | 1 | i | i | -2 | i | i
OC1(c2ccccc2F)CCN(Cc2nnnn2Cc2ccc(F)cc2)CC1 | i | i | i | i | i | -6 | i | i | -12 | i | i
O=C(O)CCCn1cc(NC(=O)c2ccc(Br)o2)cn1 | i | i | i | i | i | 1 | i | i | -5 | i | i
O=C(CN1C(=O)NC2(CCCCCC2)C1=O)Nc1ccc(S(=O)(=O)N2CCOCC2)cc1 | i | i | i | i | i | 1 | i | i | 0 | i | i
Cn1c(=O)c2c(nc(N3CCOCC3)n2Cc2c(F)cccc2Cl)n(C)c1=O | i | i | i | i | i | 2 | i | i | -7 | i | i
COc1ccccc1NS(=O)(=O)c1ccc(N/N=C/c2c(C)nn(-c3ccccc3)c2N2CCCC2)c([N+](=O)[O-])c1 | i | i | i | i | i | 0 | i | i | 8 | i | i
Cc1ccc(-c2nn3c(C)nnc3s2)cc1NCc1c(F)cccc1Cl | i | i | i | i | i | -3 | i | i | -11 | i | i
CC(C)(C)n1nnnc1C(c1cccnc1)N(Cc1ccccc1)Cc1ccco1 (stereo not drawn) | i | i | i | i | i | 1 | i | i | 2 | i | i
O=C(NNc1ccccc1[N+](=O)[O-])Nc1ccc(Cl)c(Cl)c1 | i | i | i | i | i | -1 | i | i | 18 | i | i
CC(=O)Nc1ccc(-c2csc(NNC(=O)c3ccccc3)n2)cc1 | i | i | i | i | i | 9 | i | i | -13 | i | i
CCCC(=O)OCC(=O)Nc1cc(C(C)(C)C)nn1-c1ccccc1 | i | · | · | i | i | 7 | i | · | · | i | ·
Cc1cc(=O)oc2c(C)c(OCC(=O)NC3CC(C)(C)NC(C)(C)C3)ccc12 | i | i | i | i | i | -7 | i | i | -2 | i | i
NC(=O)N/N=C/c1ccc(-c2cccc(C(F)(F)F)c2)o1 | i | i | i | i | i | 16 | i | i | -25 | i | i
O=C(COc1ccccc1)N1c2ccccc2Sc2ccccc21 | i | i | i | i | i | 8 | i | i | 3 | i | i
Cc1nc(C)c(-c2nnc(-c3cccc(S(=O)(=O)N(C)C)c3)o2)cc1C(=O)NN | i | i | i | i | · | -6 | i | i | -2 | i | i
CC(=O)Nc1cccc(NC(=O)Nc2cccc(F)c2)c1 | i | i | i | i | i | -3 | i | i | 4 | i | i
COc1ccccc1-n1c(C)c(C(C)=O)c2cc(O)ccc21 | i | i | i | i | i | 4 | i | i | 4 | i | i
COc1ccccc1N1CC(C(=O)Nc2nnc(SC)s2)CC1=O (stereo not drawn) | i | i | i | i | i | -17 | i | i | 3 | i | i
COc1ccccc1CNC(=O)COc1ccc(C)cc1 | i | i | i | i | i | -3 | i | i | 1 | i | i
CC(=O)N(c1ccccc1Cl)S(=O)(=O)c1ccc(Cl)cc1 | i | i | i | i | i | -1 | i | i | 1 | i | i
CCOC(=O)N1CCN(C(=O)C2CCCN(c3nc4ccc(OCC)cc4s3)C2)CC1 (stereo not drawn) | i | i | i | i | i | -2 | i | i | -5 | i | i
CC(NS(=O)(=O)c1ccc(OCC(=O)NCc2ccccn2)cc1)c1ccccc1 (stereo not drawn) | i | i | i | i | i | 1 | i | i | -4 | i | i
CC(=O)c1ccc2c(c1)OCCOCCOc1ccc(C(C)=O)cc1OCCOCCO2 | i | i | i | i | i | 1 | i | i | 12 | i | i
COP(=O)(OC)c1nc(-c2ccc(C)cc2)oc1N1CCCCC1 | i | i | i | i | i | -140 | i | i | 3 | i | i
CCCCN(CC)C(=O)c1cccc(Cl)c1 | i | i | i | i | i | 2 | i | i | -1 | i | i
Cc1ccc(S(=O)(=O)N2CC=C(C(=O)NCc3ccc(F)cc3)CC2)cc1 | i | i | i | i | i | -6 | i | i | -7 | i | i
CC(C)(C)NC(=O)C(c1ccccc1)N(C(=O)c1ccco1)C1CC1 (stereo not drawn) | i | i | i | i | i | 5 | i | i | 4 | i | i
COCC(=O)Nc1cc(C(=O)Nc2ccccc2C)ccc1Cl | i | i | i | i | i | 9 | i | i | 4 | i | i
CCNc1ccc(C(=O)OCC)cc1NC(=O)c1cccc(S(=O)(=O)N(C)c2ccccc2)c1 | i | i | i | i | i | -3 | i | i | -2 | i | i
CCCCn1cnc2cc(NCc3ccncc3)ccc21 | i | i | i | i | i | -7 | i | i | 3 | i | i
Cc1nc(N)nc(N/N=C/c2c(F)cccc2Cl)n1 | i | i | i | i | i | 5 | i | i | 0 | i | i
O=c1oc2ccccc2cc1-c1csc(NN=C2CCCC2)n1 | i | i | i | i | i | 7 | i | i | 5 | i | i
c1coc(-c2nc3c([nH]2)CCc2nonc2-3)c1 | i | i | i | i | i | 5 | i | i | -3 | i | i
C/C(=N/NC(=O)c1ccc(Br)s1)c1cccnc1 | i | i | i | i | i | 2 | i | i | 2 | i | i
CCOC(=O)C1(Cc2ccccc2Cl)CCN(Cc2csc(C(C)=O)c2)CC1 | i | i | i | 25* | i | 6 | i | i | 0 | i | i
O=c1cc(-c2ccccc2)oc2ccc(O)cc12 | i | i | i | i | i | 8 | i | i | -6 | i | i
COc1cc(OC)cc(C(=O)NC2CC3CCC(C2)N3Cc2ccco2)c1 (stereo not drawn) | · | i | i | · | i | · | · | i | 0 | · | i
Cc1cc2cc(CCNC(=O)CC(C)(C)C)c(=O)[nH]c2cc1C | i | · | · | i | i | -1 | i | · | · | i | ·
O=C1NCCN/C1=C\C(=O)c1ccc(F)cc1 | i | i | i | i | i | 2 | i | i | -2 | i | i
The list continues:
SMILES | MrgX1 antag | TRPC6 inh | TRPC6 activator | TMEM16A inh | ANO1 activ | HDAC3 inhib | MrgX1 agonist | RGS4 inh | SKKanGAS inh | MrgX1 PAM | RGS4 pot
COc1ccc(-n2cc(-c3ccc(OC(F)F)cc3)[n+]3c2CCCCC3)cc1 | i | i | i | i | i | -15 | i | i | -9 | i | i
Cc1nnc(SCC(=O)Nc2nccs2)n1C(C)C | i | i | i | i | i | -2 | i | i | -2 | i | i
Cc1nn(-c2ccccc2)c2sc(C(=O)O)cc12 | i | i | i | i | i | 3 | i | i | -6 | i | i
CC(=O)c1cccc(NC(=O)CCc2nnc3ccc(NCc4ccc5c(c4)OCO5)nn23)c1 | i | i | i | i | i | -4 | i | i | -8 | i | i
CCOc1cc(CN2CCCC(CO)(Cc3ccc(F)cc3F)C2)ccc1OC (stereo not drawn) | i | i | i | i | i | 2 | i | i | -2 | i | i
COc1cc(Cl)c(C)cc1NC(=O)CSc1nnc(-c2ccco2)n1CC(C)C | i | i | i | i | i | 11 | i | i | 11 | i | i
COc1ccc(S(=O)(=O)N2CCOCC2)c2ccccc12 | i | i | i | i | i | -1 | i | i | -2 | i | i

High-throughput results deposited in PubChem by several laboratories.
